NS5 inhibitors = Dengue-2 NS5 methyltransferase inhibitors, primary screen, biochemical, confirmation dose response (AID 588689); inhibition, % at 25 µM, or IC50 in µM where a hit was titrated; Dengue-2 NS5 methyltransferase capping enzyme assay, biochemical; higher % means a stronger effect; actives 0.3% (n = 340,000); in the data active = a potency from the dose series
Myeloid diff 2 = myeloid differentiation induction; calls only at 10 µM; AID 624256; actives 1% (n = 360,000); ER-HoxA9 myeloid progenitors, lysozyme-GFP differentiation, flow cytometry;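 active = normalized GFP-positive differentiation at or above the plate's own cutoff, the solvent-only control mean plus 3 SD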;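 also: cells exposed to compound for four days before flow analysis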
NS5 inhibitors pilot replicate = second read-out of NS5 inhibitors, no call of its own (marks repeat the call); inhibition, %; measured here: pilot screen replicate inhibition
Myeloid diff 2 GFP+ MAC1+ % = recorded beside Myeloid diff 2, whose call it bears; GFP+ MAC1+ double positive, %; measured here: differentiation confirmed by MAC1 staining
The depositor's hits bear a star.

`CC[C@H]1C(Nc2ccccc2)C[C@@H]2CCN3C(=O)CC[C@H]1[C@H]23` (stereo partly specified) gave NS5 inhibitors -6%, Myeloid diff 2 inactive and Myeloid diff 2 GFP+ MAC1+ % 1.9.
For Cc1ccc(NS(=O)(=O)c2ccc(C(=O)NCCCN3CCCC3=O)cc2)cc1 the results were NS5 inhibitors -4%, Myeloid diff 2 inactive and Myeloid diff 2 GFP+ MAC1+ % 1.0.
For Cc1cccc(C2=NN(c3ccc(Br)cc3)[C@@H](C(=O)N3CCOC3=O)[C@@H]2c2ccc(Cl)cc2)c1 the results were NS5 inhibitors 2%, Myeloid diff 2 inactive, NS5 inhibitors pilot replicate -3.3 and Myeloid diff 2 GFP+ MAC1+ % 0.7.
Screening COc1cc(Nc2ccc(S(=O)(=O)N3CCN(C)CC3)cc2[N+](=O)[O-])cc(OC)c1 returned NS5 inhibitors 1%, Myeloid diff 2 inactive and Myeloid diff 2 GFP+ MAC1+ % 0.6.
`COc1cc(OC)c(N(C)S(=O)(=O)c2cccc(C(=O)Nc3nccs3)c2)cc1Cl` gave NS5 inhibitors 6%, Myeloid diff 2 inactive and Myeloid diff 2 GFP+ MAC1+ % 0.1.
c1ccc2c(C[C@@H]3CNCCN3CCCCC3CCCCC3)cccc2c1 was read as NS5 inhibitors -12%, Myeloid diff 2 inactive and Myeloid diff 2 GFP+ MAC1+ % 1.6.
Screening O=C(COC(=O)/C=C/c1ccccc1)NC(=O)NC1CCCCC1 returned NS5 inhibitors 2%, Myeloid diff 2 inactive and Myeloid diff 2 GFP+ MAC1+ % 0.6.
Screening Cc1ccc(NS(=O)(=O)c2cccc(C(=O)N3CCCCCC3)c2)cc1 returned NS5 inhibitors -6%, Myeloid diff 2 inactive and Myeloid diff 2 GFP+ MAC1+ % 0.5.
Cc1ccc(NC(=O)CSc2nc(=O)n(CCCN3CCOCC3)c3c2CCCC3)cc1F was read as NS5 inhibitors -11%, Myeloid diff 2 inactive and Myeloid diff 2 GFP+ MAC1+ % 0.9.
`CCCCN(C(=O)c1cccc(S(=O)(=O)N(CC)c2ccccc2)c1)c1c(N)n(CC(C)C)c(=O)[nH]c1=O` gave NS5 inhibitors 7%, Myeloid diff 2 inactive and Myeloid diff 2 GFP+ MAC1+ % 0.5.
For O=C1NN=C2CCCCCC12 (stereo unspecified) the results were NS5 inhibitors 1%, Myeloid diff 2 inactive and Myeloid diff 2 GFP+ MAC1+ % 0.8.
Screening O=C1CN(C(=O)COC(=O)c2cccs2)c2ccccc2N1 returned NS5 inhibitors -3%, Myeloid diff 2 inactive and Myeloid diff 2 GFP+ MAC1+ % 0.4.
For O=C(CSc1ccccc1F)NC(=O)c1ccccc1Br the results were NS5 inhibitors -1%, Myeloid diff 2 inactive and Myeloid diff 2 GFP+ MAC1+ % 1.0.
Screening Cc1cc(C)n2nc(SCC(=O)Nc3ccccc3F)nc2n1 returned NS5 inhibitors -2%, Myeloid diff 2 inactive and Myeloid diff 2 GFP+ MAC1+ % 1.1.
`COc1cccc(NC(=O)CN(C)C(=O)c2ccc(-c3ccc(Cl)cc3)o2)c1` gave NS5 inhibitors -1%, Myeloid diff 2 inactive and Myeloid diff 2 GFP+ MAC1+ % 0.8.
For CN(C)S(=O)(=O)c1ccc(SCC(=O)Nc2ccc3c(c2)OCCO3)nc1 the results were NS5 inhibitors 4%, Myeloid diff 2 inactive and Myeloid diff 2 GFP+ MAC1+ % 0.8.
For CC(=O)c1ccc(NC(=O)C(C)Sc2nnc3ccccn23)cc1 (stereo unspecified) the results were NS5 inhibitors 4%, Myeloid diff 2 inactive and Myeloid diff 2 GFP+ MAC1+ % 0.6.
For CCCCn1c(N)c(N(CCOC)C(=O)CN(C)S(=O)(=O)c2ccc(F)cc2)c(=O)[nH]c1=O the results were NS5 inhibitors 3%, Myeloid diff 2 inactive and Myeloid diff 2 GFP+ MAC1+ % 0.8.
Screening COc1ccc(NC(=O)Nc2cccc3c2O[C@H](CN(C)C(=O)Nc2ccc(C(F)(F)F)cc2)[C@@H](C)CN([C@H](C)CO)C3=O)cc1 returned NS5 inhibitors -43%, Myeloid diff 2 inactive and Myeloid diff 2 GFP+ MAC1+ % 0.8.
CCOC(=O)N1CCN(S(=O)(=O)CCNC(=O)c2ccc(F)cc2)CC1 was read as NS5 inhibitors -3%, Myeloid diff 2 inactive and Myeloid diff 2 GFP+ MAC1+ % 1.1.
For FC(F)(F)c1nc2nc(Cl)c(Cl)nc2n1CCCN1CCOCC1 the results were NS5 inhibitors 7%, Myeloid diff 2 inactive and Myeloid diff 2 GFP+ MAC1+ % 0.0.
For COc1cccc(C2=CC(=O)C[C@H](c3ccc(F)cc3)C2)c1OC the results were NS5 inhibitors 3%, Myeloid diff 2 inactive and Myeloid diff 2 GFP+ MAC1+ % 1.6.
COc1ccc(OC)c(N2C(=O)CC(NNC(=O)c3ccc4c(c3)OCO4)C2=O)c1 (stereo unspecified) was read as NS5 inhibitors -8%, Myeloid diff 2 inactive and Myeloid diff 2 GFP+ MAC1+ % 1.4.
O=c1c2ccccc2sn1-c1ccc(Cl)cc1 was read as NS5 inhibitors -35%, Myeloid diff 2 inactive and Myeloid diff 2 GFP+ MAC1+ % 0.6.
Screening CC1CCC2(CC1)NC(=O)N(CC(=O)N(Cc1ccccc1)C(C)(C)C)C2=O (stereo unspecified) returned NS5 inhibitors 4%, Myeloid diff 2 inactive and Myeloid diff 2 GFP+ MAC1+ % 0.5.
COc1ccc(Nc2cc(C)nc3ccc(C)cc23)cc1 was read as NS5 inhibitors 8%, Myeloid diff 2 inactive and Myeloid diff 2 GFP+ MAC1+ % 1.4.
CCN(C(=O)CSc1nnc(-c2ccco2)n1CC)c1c(N)n(Cc2ccccc2)c(=O)[nH]c1=O was read as NS5 inhibitors 2%, Myeloid diff 2 inactive and Myeloid diff 2 GFP+ MAC1+ % 0.7.
Screening CC(Sc1nc(N)cc(=O)[nH]1)C(=O)N1CCOCC1 (stereo unspecified) returned NS5 inhibitors -1%, Myeloid diff 2 inactive and Myeloid diff 2 GFP+ MAC1+ % 0.6.
For Cc1ccc(S(=O)(=O)N[C@H](C(=O)OCC(=O)NC(=O)NCc2ccco2)C(C)C)cc1 the results were NS5 inhibitors -1%, Myeloid diff 2 inactive and Myeloid diff 2 GFP+ MAC1+ % 0.7.
`CC1O[C@@H](O[C@H](C)CC[C@@H](C)O)C(O)C[C@H]1O` (stereo partly specified) gave NS5 inhibitors -9%, Myeloid diff 2 inactive and Myeloid diff 2 GFP+ MAC1+ % 1.2.
For CN(C)C(CNC(=O)c1cc(S(=O)(=O)N2CCOCC2)ccc1F)c1cccs1 (stereo unspecified) the results were NS5 inhibitors -4%, Myeloid diff 2 inactive and Myeloid diff 2 GFP+ MAC1+ % 0.4.
For CCCCC1CCC(C(=O)N(CCC(C)C)c2c(N)n(CCCC)c(=O)[nH]c2=O)CC1 (stereo unspecified) the results were NS5 inhibitors 1%, Myeloid diff 2 inactive and Myeloid diff 2 GFP+ MAC1+ % 1.0.
`COc1ccc(C(=O)C(C)OC(=O)C2CC3CCCC(C2)C3=O)cc1` (stereo unspecified) gave NS5 inhibitors 4%, Myeloid diff 2 inactive and Myeloid diff 2 GFP+ MAC1+ % 1.1.
`CC1CN(C(=O)c2cc(S(=O)(=O)N3CCCCC3)ccc2Cl)CC(C)O1` (stereo unspecified) gave NS5 inhibitors -7%, Myeloid diff 2 inactive and Myeloid diff 2 GFP+ MAC1+ % 0.3.
Screening CCCN(Cc1ccc(C)cc1)C(=O)c1ccc(CNS(=O)(=O)c2ccc(C(C)=O)cc2)cc1 returned NS5 inhibitors -4%, Myeloid diff 2 inactive and Myeloid diff 2 GFP+ MAC1+ % 1.1.
`CN1CCN(C(=O)c2ccc(-c3ccc(Br)cc3)o2)CC1` gave NS5 inhibitors 4%, Myeloid diff 2 inactive and Myeloid diff 2 GFP+ MAC1+ % 0.4.
CC(C)Cn1c(SCC(=O)N2CCc3ccccc3C2)nc(O)cc1=O was read as NS5 inhibitors -7%, Myeloid diff 2 inactive and Myeloid diff 2 GFP+ MAC1+ % 1.1.
For COc1cccc(NC(=O)c2cc(-c3ccccn3)nc3ccccc23)c1 the results were NS5 inhibitors -5%, Myeloid diff 2 inactive and Myeloid diff 2 GFP+ MAC1+ % 0.3.
`C(=NN=C(NN=Cc1cccs1)NN=Cc1cccs1)c1cccs1` gave NS5 inhibitors -9%, Myeloid diff 2 inactive and Myeloid diff 2 GFP+ MAC1+ % 0.0.
Cc1ccc(S(=O)(=O)N2CCN(CC(=O)Nc3ccnn3C3CCCC3)CC2)cc1 was read as NS5 inhibitors 2%, Myeloid diff 2 inactive and Myeloid diff 2 GFP+ MAC1+ % 0.4.
Screening O=C(NCCc1ccc(Cl)cc1)c1cc(S(=O)(=O)N2CCCC2)ccc1F returned NS5 inhibitors -7%, Myeloid diff 2 inactive and Myeloid diff 2 GFP+ MAC1+ % 1.9.
Screening CCOc1ccc(NC(=O)CSc2nc3ccsc3c(=O)n2CCCCC(=O)O)cc1 returned NS5 inhibitors -3%, Myeloid diff 2 inactive and Myeloid diff 2 GFP+ MAC1+ % 1.4.
Screening Cc1cccc(NC(=O)COC(=O)[C@@H]2CCCN2C(=O)c2cccs2)c1 returned NS5 inhibitors 5%, Myeloid diff 2 inactive and Myeloid diff 2 GFP+ MAC1+ % 0.7.
`COc1ccc(OC)c2c(N3CC(C)OC(C)C3)cc(C(F)(F)F)nc12` (stereo unspecified) gave NS5 inhibitors 4%, Myeloid diff 2 inactive and Myeloid diff 2 GFP+ MAC1+ % 4.7.
Cc1cc(C(=O)c2ccccc2)cc(C)c1O was read as NS5 inhibitors -9%, Myeloid diff 2 inactive and Myeloid diff 2 GFP+ MAC1+ % 0.8.
O=C(COc1ccc(Br)cc1)OCC(=O)N1CCOCC1 was read as NS5 inhibitors 7%, Myeloid diff 2 inactive and Myeloid diff 2 GFP+ MAC1+ % 0.4.
C[C@]12c3[nH]c4ccccc4c3CCN1C(=O)C(CC(=O)NCc1cccc(C(F)(F)F)c1)C[C@@H]2C(=O)N1CCCCC1 (stereo partly specified) was read as NS5 inhibitors -1%, Myeloid diff 2 inactive, NS5 inhibitors pilot replicate 3.0 and Myeloid diff 2 GFP+ MAC1+ % 1.0.
For COc1ccc(S(=O)(=O)N2CCN(C(=O)c3cc4c(s3)CCCC4)CC2)cc1 the results were NS5 inhibitors -5%, Myeloid diff 2 inactive and Myeloid diff 2 GFP+ MAC1+ % 0.9.
`O=C(OC1CCCCC1=O)c1cccc(S(=O)(=O)N2CCOCC2)c1` (stereo unspecified) gave NS5 inhibitors 1%, Myeloid diff 2 inactive and Myeloid diff 2 GFP+ MAC1+ % 0.6.
COc1cc2[nH]c(=O)c(C(=O)NCc3ccc(C)cc3)c(O)c2cc1OC was read as NS5 inhibitors 5%, Myeloid diff 2 inactive and Myeloid diff 2 GFP+ MAC1+ % 0.3.
`CCN(CC)S(=O)(=O)c1ccc(N2CC(C(=O)N3Cc4ccccc4CC3C(N)=O)CC2=O)cc1` (stereo unspecified) gave NS5 inhibitors -4%, Myeloid diff 2 inactive and Myeloid diff 2 GFP+ MAC1+ % 0.4.
COc1cc(OC)cc(-c2c(C#Cc3ccsc3)c3cc(-c4ccc(OC)nc4)ccc3n2C)c1 was read as NS5 inhibitors -9%, Myeloid diff 2 inactive and Myeloid diff 2 GFP+ MAC1+ % 5.3.
For O=S(=O)(Nc1ccccc1N1CCOCC1)c1ccccc1C(F)(F)F the results were NS5 inhibitors -1%, Myeloid diff 2 inactive and Myeloid diff 2 GFP+ MAC1+ % 0.5.

Screens (PubChem BioAssay)

Some of the compounds tested, so the mix of outcomes need not match the whole.
